Mtb FBA inh: Mtb FBA enzyme inhibitors, primary screen, biochemical, fluorescence, strain H37Rv. AID 588726, 2011. Fructose-bisphosphate aldolase (Mycobacterium tuberculosis (strain ATCC 25618 / H37Rv)), …. inhibition, % at 1 µM. purified M. tuberculosis FBA, fluorescence read-out. 2.3% of 360,000 active; in the data active = inhibition above about 27%;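 note: 0% = vehicle and 100% = reference inhibitor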
BoNT A protease: BoNT/A light chain protease inhibitors, primary screen, biochemical, flow cytometry, MLPCN library; Botulinum neurotoxin type A light chain protease (Clostridium botulinum A str. ATCC 3502); multiplex microsphere protease substrate cleavage; inhibition, % at 10 µM; 0.17% of 360,000 active; note: plate controls were buffer without enzyme for full effect and enzyme alone for no effect
BoNT-F LC inh: BoNT/F light chain protease inhibitors, primary screen, biochemical, flow cytometry, MLPCN library; Botulinum neurotoxin type F light chain protease (Clostridium botulinum); Multiplex microsphere protease cleavage assay; inhibition, % at 10 µM; 0.22% of 360,000 active; AID 588497, 2011; in the data active = inhibition above about 35%, passing the limit was not always enough; inconclusive = no clear call, values can overlap the other calls; note: plate controls were buffer without enzyme for full effect and enzyme alone for no effect
GDH-TPI counter: GDH-TPI coupling enzyme inhibitors, primary screen, artefact control for M. tuberculosis FBA inhibitor project, biochemical, absorbance, full deck. AID 588335, 2011. GDH-TPI coupled enzyme counterscreen, NADH absorbance. 1.2% of 360,000 active. inhibition, % at 4.8 µM; in the data active = inhibition above about 30%;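 note: 0% = DMSO wells and 100% = wells lacking the enzyme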
Mtb UGM inh: M. tuberculosis UGM enzyme inhibitors, primary screen, biochemical, fluorescence polarization, single point; purified UGM, fluorescence polarization probe displacement; inhibition, % at 10 µM; 0.06% of 320,000 active; AID 504406, 2011; in the data active = inhibition above about 10%, passing the limit was not always enough; inconclusive = no clear call, values can overlap the other calls
Anthrax LF prot: Bacillus anthracis LF protease inhibitors, primary screen, biochemical, multiplex microsphere, MLPCN library. Lethal factor (Bacillus anthracis), P15917. multiplex microsphere protease cleavage assay. inhibition, % at 10 µM. 0.12% of 360,000 active. AID 588501, 2011; note: plate controls were buffer without enzyme for full effect and enzyme alone for no effect
Target sequence (P15917 whole entry, looked up): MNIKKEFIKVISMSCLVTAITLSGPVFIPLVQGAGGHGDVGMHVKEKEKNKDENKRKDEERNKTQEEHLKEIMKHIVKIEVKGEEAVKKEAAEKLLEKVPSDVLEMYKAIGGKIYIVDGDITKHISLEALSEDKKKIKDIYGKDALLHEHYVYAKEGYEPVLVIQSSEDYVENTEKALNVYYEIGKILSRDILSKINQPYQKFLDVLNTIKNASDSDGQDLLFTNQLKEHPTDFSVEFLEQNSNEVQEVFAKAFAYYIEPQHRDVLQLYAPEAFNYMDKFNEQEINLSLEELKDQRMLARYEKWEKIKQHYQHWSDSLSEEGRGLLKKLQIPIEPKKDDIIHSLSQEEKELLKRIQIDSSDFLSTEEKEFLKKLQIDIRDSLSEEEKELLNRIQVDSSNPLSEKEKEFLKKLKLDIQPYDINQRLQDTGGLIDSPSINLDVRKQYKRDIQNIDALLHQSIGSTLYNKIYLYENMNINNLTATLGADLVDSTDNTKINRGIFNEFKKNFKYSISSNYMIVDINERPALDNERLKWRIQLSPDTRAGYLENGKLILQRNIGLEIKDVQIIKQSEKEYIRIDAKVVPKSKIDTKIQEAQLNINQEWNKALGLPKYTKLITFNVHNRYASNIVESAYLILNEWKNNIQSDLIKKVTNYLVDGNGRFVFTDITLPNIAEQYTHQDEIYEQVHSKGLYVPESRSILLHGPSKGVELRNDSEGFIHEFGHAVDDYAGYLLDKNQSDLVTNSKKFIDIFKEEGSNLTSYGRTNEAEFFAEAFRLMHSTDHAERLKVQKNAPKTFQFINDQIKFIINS
PfHsp40 rescue: rescue of yeast from PfHsp40 toxicity, primary screen, S. cerevisiae, ATP luminescence. S. cerevisiae expressing PfHsp40, growth rescue. growth rescue, % at 12.5 µM. 0.68% of 340,000 active. AID 504582, 2011; in the data active = growth rescue above about 28%, passing the limit was not always enough; inconclusive = no clear call, values can overlap the other calls;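 note: yeast W303a lacking pdr1 and pdr3 grown in galactose medium; growth measured after three days at 30 °C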
BioA inh: M. tuberculosis BioA enzyme inhibitors, primary screen, biochemical, plate reader, single point, HTS | 7,8-diaminopelargonic acid synthase BioA (Mycobacterium tuberculosis) | 0.096% of 360,000 active | inhibition, % at 9.99 µM | purified M. tuberculosis BioA enzyme; in the data active = inhibition above about 40%; inconclusive = no clear call, values can overlap the other calls
FadD28 FP inh: inhibitors of FadD28 bisubstrate probe binding, primary screen, biochemical, fluorescence polarization, single point; inhibition, % at 12.5 µM; 0.22% of 360,000 active; in the data active = inhibition above about 8.5%, passing the limit was not always enough; inconclusive = no clear call, values can overlap the other calls
Starred values were filed as active, the others as inactive; ? = inconclusive; · = not tested or not shown. Cut-off read from the data, not from the text of the source, unless noted: active = inhibition above about 30%; inconclusive = no clear call, values can overlap the other calls; inactive = below that.

1: COc1cc2c(cc1OC)C(c1cccc([N+](=O)[O-])c1)N(C(=O)CCC(=O)O)CC2 (configuration not stated)
2: CCCCCCC(C)n1[nH]c(=O)cc1N (configuration not stated)
3: C[C@@H]1O[C@@H](O[C@H]2[C@H](O)[C@@H](O)[C@H](Oc3c(-c4ccc(O)c(O)c4)oc4cc(O)cc(O)c4c3=O)O[C@@H]2CO)[C@H](O)[C@H](O)[C@H]1O
4: NC(=O)CSc1nnc(COc2ccccc2)n1N
5: O=C(C[C@H]1C[C@H](C(=O)N2CCCCC2)[C@@]2(CCc3ccccc3)c3[nH]c4ccc(Cl)cc4c3CCN2C1=O)NCc1ccco1
6: CCCN1CCc2[nH]c(=S)[nH]c(=O)c2C1
7: CCCNC(=O)CN1C(=O)NC2(CCCc3cc(OC)ccc32)C1=O (configuration not stated)
8: Cc1cccc(N2CCN(C(=O)COCc3cc(-c4ccc5c(c4)OCO5)on3)CC2)c1C
Assay by compound	1	2	3	4	5	6	7	8
Mtb FBA inh	2.7	1.4	-3.0	2.9	-2.0	12.7	1.2	-2.7
BoNT A protease	-2.5	0.9	0.4	1.6	0.2	-0.3	0.2	·
BoNT-F LC inh	-4.9	3.6	2.0	6.5	-0.2	-6.0	1.1	·
GDH-TPI counter	3.5	1.3	15.0	6.2	0.9	7.8	-5.5	5.2
Mtb UGM inh	0.2	-0.6	-1.1	-0.5	·	-1.8	-1.1	-1.2
Anthrax LF prot	-2.3	-6.3	0.9	-4.0	1.1	-0.4	-3.5	·
PfHsp40 rescue	-0.5	-1.9	-0.5	-0.9	-0.3	-0.2	0.7	12.1
BioA inh	-1.1	·	0.7	0.1	0.5	·	-0.2	-1.1
FadD28 FP inh	-0.9	-2.5	-0.5	-2.6	-3.8	-0.6	-2.4	-0.9

9: Cc1ccc(NC(=O)c2ccco2)c(NC(=O)CN2C(=O)c3ccccc3C2=O)c1
10: CCOCCCNC(=O)c1ccc(C2SCC(=O)N2Cc2ccccc2)cc1 (configuration not stated)
11: COc1c(Br)cc2c(C)c(C(=O)O)oc2c1Br
12: NC(=O)c1cc2c3ccccc3ccn2c1-c1ccccc1
13: O=C(O)COc1ccccc1C=NNC(=O)c1ccccc1NS(=O)(=O)c1cccs1
14: CCc1ccc(NC(=O)COc2coc(CN3CCc4ccccc4C3)cc2=O)cc1
15: Cc1cccc(N(C(=O)CNC(=O)c2cccs2)C(C(=O)NC2CCCC2)c2ccncc2)c1 (configuration not stated)
16: C#CCN(C[C@H]1[C@H](OC(=O)NCCCCCC)[C@H](OC(=O)NCCCCCC)C[C@@H](C(=O)OC)[C@H]1C(=O)OC)S(=O)(=O)c1ccc(C)cc1
Assay by compound	9	10	11	12	13	14	15	16
Mtb FBA inh	1.1	-0.2	-3.9	-2.7	5.1	2.5	1.9	5.8
BoNT A protease	-0.3	-4.1	0.7	-3.8	-0.1	2.5	0.0	0.0
BoNT-F LC inh	8.7	-17.1	-2.7	-3.8	2.9	9.0	-1.8	0.8
GDH-TPI counter	-9.4	0.8	7.5	-3.5	17.0	-2.1	3.7	2.4
Mtb UGM inh	-0.8	-0.6	3.3	5.6	4.0	0.8	-2.3	·
Anthrax LF prot	-0.6	-4.7	-1.5	0.1	0.6	-1.2	0.2	-1.8
PfHsp40 rescue	-0.3	-0.3	0.0	0.3	2.6	0.8	0.2	·
BioA inh	-2.0	0.1	·	-0.9	-0.4	-0.6	0.0	0.9
FadD28 FP inh	-2.5	-0.3	-4.1	-2.9	-2.7	-0.6	-2.5	0.9

17: CC(c1ccco1)N(C(=O)c1ccc(C(F)(F)F)cc1)c1ccccn1 (configuration not stated)
18: O=C(NNS(=O)(=O)c1ccc(Cl)cc1)NC1CCCCC1
19: C/C=C1\COC(C(=O)NCc2ccncc2)(C(F)(F)F)C=C1C=C1CCCCC1 (configuration not stated)
20: Cc1noc(NS(=O)(=O)c2ccc(NC(=O)CSc3nc4ccccc4s3)cc2)c1C
21: Cc1ccc(S(=O)(=O)N2CCCCC2)c2nsnc12
22: CC(C)NC(=O)NNC(=O)c1cc(COc2cc(Cl)cc(Cl)c2)on1
23: COc1ccccc1N1CCN(C(=O)[C@H](C)NS(=O)(=O)c2ccc3c(c2)OCCCO3)CC1
24: NC(=O)C1CCN(Cc2nc3cc(Cl)ccc3c(=O)[nH]2)CC1
Assay by compound	17	18	19	20	21	22	23	24
Mtb FBA inh	-0.3	-1.0	4.1	-2.7	-0.6	3.7	-1.3	0.1
BoNT A protease	0.3	0.3	0.1	0.1	-1.5	?	-0.8	0.2
BoNT-F LC inh	-0.5	3.8	-5.1	0.0	-21.6	?	-3.9	-0.8
GDH-TPI counter	-1.9	1.0	12.1	-6.6	3.0	-3.4	1.0	-11.7
Mtb UGM inh	1.6	-2.4	2.1	-0.6	1.1	3.9	·	-0.9
Anthrax LF prot	-0.8	-0.6	-0.4	0.0	-1.7	8.3	-7.7	1.2
PfHsp40 rescue	-0.5	0.2	5.8	1.9	-0.1	2.3	1.0	-1.3
BioA inh	-0.7	-2.7	1.4	4.2	·	·	5.4	1.2
FadD28 FP inh	-3.5	0.3	0.0	0.8	-0.3	-2.8	-5.3	-2.0

Pulled by compound from the list above, 2 records:
18: O=C(NNS(=O)(=O)c1ccc(Cl)cc1)NC1CCCCC1
20: Cc1noc(NS(=O)(=O)c2ccc(NC(=O)CSc3nc4ccccc4s3)cc2)c1C
Assay by compound	18	20
Mtb FBA inh	-1.0	-2.7
BoNT A protease	0.3	0.1
BoNT-F LC inh	3.8	0.0
GDH-TPI counter	1.0	-6.6
Mtb UGM inh	-2.4	-0.6
Anthrax LF prot	-0.6	0.0
PfHsp40 rescue	0.2	1.9
BioA inh	-2.7	4.2
FadD28 FP inh	0.3	0.8

Next structures follow.
25: CCCC(=O)N1CCCC(C(=O)c2ccc(OC)c(OC)c2)C1 (configuration not stated)
26: CC(C)(O)C1Cc2cc(/C=C/C(=O)O)c(O)cc2O1 (configuration not stated)
27: O=C(O)Cc1cnc[nH]1
28: O=C(CCCl)N1c2ccccc2C=Cc2ccccc21
29: CCOc1ccc(NC(=O)c2cc(SC)ccc2Cl)cc1
30: CN1CCN(C(=S)c2ccc(-c3cc(Cl)ccc3Cl)o2)CC1
31: Cc1ccc(C)c2[nH]c(=O)c(CN(CC3CCCO3)C(=O)NC3CCCCC3)cc12 (configuration not stated)
32: N#Cc1sc2nc3c(c(-c4ccco4)c2c1N)CCCC3
Assay by compound	25	26	27	28	29	30	31	32
Mtb FBA inh	0.2	7.7	0.2	2.6	-0.9	-2.8	5.0	0.2
BoNT A protease	-1.4	-0.4	-0.6	-2.0	0.1	2.6	?	2.9
BoNT-F LC inh	-7.7	-3.5	5.5	?	-4.6	?	-0.2	-2.7
GDH-TPI counter	5.1	15.1	3.4	-1.5	0.0	17.0	4.1	9.9
Mtb UGM inh	4.3	·	-0.2	·	-1.0	-1.3	1.6	-1.4
Anthrax LF prot	-10.0	-7.1	-9.7	2.8	-1.3	2.4	0.1	2.6
PfHsp40 rescue	11.0	-0.2	-0.5	-0.7	2.3	0.8	0.5	10.0
BioA inh	0.2	·	-0.5	-0.1	·	·	-0.8	-0.1
FadD28 FP inh	-2.3	1.4	-2.4	-1.2	5.4	-5.8	-3.0	-0.1

33: Cc1c(C(C)(C)O)[nH]c2ccc(C#N)cc12
34: O=[N+]([O-])c1cccc(/C=N/NC2CCS(=O)(=O)C2)c1 (configuration not stated)
35: CCn1c(=O)cc(OCC(=O)NCC2CCCO2)c2ccccc21 (configuration not stated)
36: CCS(=O)(=O)N1CCN(S(=O)(=O)c2ccccc2[N+](=O)[O-])CC1
37: Cc1ccsc1C(=O)C1CCCN(Cc2ccc(O)cc2)C1 (configuration not stated)
38: COc1ccc(-c2nnc3n2N=C(C)CS3)cc1OC
39: Cn1c(N)c(C(=O)CSc2nnc(N)s2)c(=O)n(C)c1=O
40: CCOc1ccccc1C1C2=C(COC2=O)Nc2cc3c(cc21)OCO3 (configuration not stated)
Assay by compound	33	34	35	36	37	38	39	40
Mtb FBA inh	0.2	0.2	0.6	25.1	8.9	4.0	-0.5	10.8
BoNT A protease	-0.5	1.1	0.0	-0.6	0.2	-0.1	-0.8	0.0
BoNT-F LC inh	7.0	30.2	7.0	-2.2	-2.2	-11.6	-10.3	-15.6
GDH-TPI counter	3.1	3.1	1.8	14.0	-0.6	12.2	14.0	1.6
Mtb UGM inh	-0.3	-2.7	0.2	4.0	5.0	3.7	1.9	-0.2
Anthrax LF prot	-10.7	?	-10.1	-4.1	-5.0	-4.2	-12.7	-6.0
PfHsp40 rescue	-0.2	-0.1	-0.6	-2.1	-2.0	-2.1	-0.8	0.5
BioA inh	-0.9	-2.1	·	·	·	-1.2	-1.0	·
FadD28 FP inh	-0.6	-2.0	-2.8	0.7	0.3	0.1	-0.9	0.6

41: Cc1cccc(NC(=O)Cn2cnc3c(cnn3-c3ccc(F)cc3)c2=O)c1C
42: COc1c(C(=O)Nc2nnc(C3CC3)s2)csc1Cl
43: O=C(CSc1nnc(-c2ccc(Br)cc2)n1C1CCCCC1)N1CCCC1
44: CN(CCc1ccccc1)c1cc2c(c3c1ccn3C)C1CCC2O1 (configuration not stated)
45: CCOc1ncccc1C(=O)NNC(=O)c1cccc(S(=O)(=O)Nc2ccccc2OC)c1
46: CCCCN(Cc1ccccc1)S(=O)(=O)c1cc(Br)cc2c1N(C(C)=O)C(C)C2 (configuration not stated)
47: FC(F)(F)c1ccc(-c2ccc3c(c2)CNCc2cnnn2-3)cc1
48: Cc1ccc(CN(C)C2CCN(C)CC2)cc1
Assay by compound	41	42	43	44	45	46	47	48
Mtb FBA inh	-0.7	1.6	1.2	2.8	-4.1	0.7	0.1	1.7
BoNT A protease	-0.4	-0.9	0.4	1.6	-1.2	0.2	-0.3	-4.0
BoNT-F LC inh	-7.9	1.7	23.0	-2.2	-0.4	-1.1	-6.5	?
GDH-TPI counter	5.3	-8.8	8.0	·	17.2	-6.6	·	-5.6
Mtb UGM inh	-0.4	0.5	-2.0	·	0.2	-0.4	·	1.4
Anthrax LF prot	0.2	-3.5	2.0	-8.1	-2.7	-0.9	0.4	8.1
PfHsp40 rescue	-0.9	-0.6	0.0	·	2.3	7.8	·	-0.3
BioA inh	0.6	0.5	3.2	-0.9	-0.6	-0.4	3.7	1.6
FadD28 FP inh	-4.0	0.3	-3.0	1.0	-2.5	-7.3	-3.5	-0.9

49: CC(NC(=O)CC1CCCCC1)c1ccccc1 (configuration not stated)
50: COc1cc(OC)nc(Oc2ccc(N)c(C)c2)n1
51: O=C1c2cccc3cccc(c23)C(=O)N1CCCn1ccnc1
52: COc1ccccc1NC(=O)C(C)OC(=O)CSCC(=O)Nc1ccc(C)cc1C (configuration not stated)
53: Cn1c(=O)n(Cc2ccc(F)cc2)c(=O)c2c1nc1n2CCCN1Cc1ccccc1
54: NS(=O)(=O)c1ccc(CCNC(=O)CSCc2ccccc2)cc1
55: CC1=C(C(=O)OC2CCCCC2)C(c2ccccc2F)NC(=O)N1 (configuration not stated)
Assay by compound	49	50	51	52	53	54	55
Mtb FBA inh	0.4	-1.4	7.5	0.1	1.1	0.3	3.4
BoNT A protease	-0.4	-0.1	1.7	-1.4	0.0	-0.3	-24.0
BoNT-F LC inh	19.6	?	?	-8.6	-16.2	1.3	-79.4
GDH-TPI counter	4.4	1.3	26.9	3.5	-5.8	0.9	9.5
Mtb UGM inh	-3.2	0.2	-3.4	0.3	-2.1	-0.3	-1.4
Anthrax LF prot	9.1	2.3	2.8	1.6	-1.8	-9.3	-41.3
PfHsp40 rescue	2.3	-0.9	·	-0.1	2.0	0.0	-0.7
BioA inh	-3.0	-0.5	1.4	-1.3	0.2	·	-0.1
FadD28 FP inh	-0.5	-1.6	-3.1	-2.3	-3.6	-0.3	1.2
